INS-1E rescue: rescue of cytokine-induced death in INS-1E beta cells. INS-1E cytokine-induced death, ATP luminescence, 48 h; normalised: neutral wells 0, positive control 100. protection from cytokine-induced ATP loss, % at 10 µM. hit rate 0.1% among 20,000;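 active = mean replicate protection from cytokine-induced ATP loss at least 50% and at least 75% of replicates each reaching 50%; inconclusive = meets only one of the two criteria, mean or replicate share; inactive = fails both the mean and replicate share criteria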
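Assay system: INS-1E rat cells / Quantity: 8000 cells per well / Medium: RPMI without phenol red, 5% FBS / Probe or stimulus: three-cytokine cocktail (IFN-γ, TNF-α, IL-1β) / Dosing: one compound concentration, pin transfer / Timing: 48 h co-treatment, 10 min post-lysis read / Technique: CellTiter-Glo luminescence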
T cruzi intra: inhibitors of intracellular Trypanosoma cruzi. intracellular Trypanosoma cruzi in host cells, plate reader. activity score (inhibition), % at 5.01 µM. hit rate 4.9% among 22,000. AID 651903; in the data active = activity score above about 55%; inconclusive = no clear call, values can overlap the other calls;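 note: parasites and compound incubated about four days before reading; 0% = median of neutral control wells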
Active calls of the source: *; ? = inconclusive; · = no result given. Some of the compounds tested (hit frequency here may not be typical).

[1] C[C@H](CO)N1C[C@H](C)[C@H](CN(C)C)Oc2c(NS(=O)(=O)c3ccccc3)cccc2C1=O
[2] CNC[C@@H]1Oc2ccc(NC(=O)Cc3ccccc3)cc2C(=O)N([C@@H](C)CO)C[C@H]1C
[3] C[C@H](CO)N1C[C@H](C)[C@@H](CN(C)C(=O)Nc2cccc3ccccc23)Oc2ccc(NC(=O)NC3CCCCC3)cc2C1=O
[4] C[C@H](CO)N1C[C@H](C)[C@@H](CN(C)Cc2ccc(C(=O)O)cc2)Oc2c(NS(=O)(=O)c3ccccc3)cccc2C1=O
[5] C[C@@H]1CN([C@H](C)CO)C(=O)Cc2cc(NC(=O)C3CCCCC3)ccc2O[C@@H]1CN(C)S(=O)(=O)c1ccc(F)cc1
screen / no.,1,2,3,4,5
INS-1E rescue,1,0,-5,18,7
T cruzi intra,-11,8,-2,-32,-3

[6] COc1ccc(S(=O)(=O)Nc2cccc3c2O[C@@H](CN(C)Cc2ccc(C(=O)Nc4ccccc4N)cc2)[C@@H](C)CN([C@@H](C)CO)C3=O)cc1
[7] C[C@@H]1CN([C@H](C)CO)C(=O)Cc2cc(NC(=O)C3CC3)ccc2O[C@H]1CN(C)C(=O)Nc1ccccc1
[8] C[C@H](CO)N1C[C@H](C)[C@@H](CN(C)C(=O)Nc2cccc3ccccc23)Oc2ccc(NS(=O)(=O)c3ccccc3)cc2C1=O
[9] CC(C)NC(=O)N(C)C[C@@H]1Oc2ccc(NS(=O)(=O)c3ccc(F)cc3)cc2C(=O)N([C@H](C)CO)C[C@@H]1C
[10] C[C@H]1CN([C@@H](C)CO)C(=O)c2cc(NC(=O)c3ccncc3)ccc2O[C@@H]1CN(C)CC1CCCCC1
screen / no.,6,7,8,9,10
INS-1E rescue,6,13,-2,2,1
T cruzi intra,43,-19,-12,3,8

For convenience, 10 of the compounds above:
[1] C[C@H](CO)N1C[C@H](C)[C@H](CN(C)C)Oc2c(NS(=O)(=O)c3ccccc3)cccc2C1=O
[2] CNC[C@@H]1Oc2ccc(NC(=O)Cc3ccccc3)cc2C(=O)N([C@@H](C)CO)C[C@H]1C
[3] C[C@H](CO)N1C[C@H](C)[C@@H](CN(C)C(=O)Nc2cccc3ccccc23)Oc2ccc(NC(=O)NC3CCCCC3)cc2C1=O
[4] C[C@H](CO)N1C[C@H](C)[C@@H](CN(C)Cc2ccc(C(=O)O)cc2)Oc2c(NS(=O)(=O)c3ccccc3)cccc2C1=O
[5] C[C@@H]1CN([C@H](C)CO)C(=O)Cc2cc(NC(=O)C3CCCCC3)ccc2O[C@@H]1CN(C)S(=O)(=O)c1ccc(F)cc1
[6] COc1ccc(S(=O)(=O)Nc2cccc3c2O[C@@H](CN(C)Cc2ccc(C(=O)Nc4ccccc4N)cc2)[C@@H](C)CN([C@@H](C)CO)C3=O)cc1
[7] C[C@@H]1CN([C@H](C)CO)C(=O)Cc2cc(NC(=O)C3CC3)ccc2O[C@H]1CN(C)C(=O)Nc1ccccc1
screen / no.,1,2,3,4,5,6,7
INS-1E rescue,1,0,-5,18,7,6,13
T cruzi intra,-11,8,-2,-32,-3,43,-19

[8] C[C@H](CO)N1C[C@H](C)[C@@H](CN(C)C(=O)Nc2cccc3ccccc23)Oc2ccc(NS(=O)(=O)c3ccccc3)cc2C1=O
[9] CC(C)NC(=O)N(C)C[C@@H]1Oc2ccc(NS(=O)(=O)c3ccc(F)cc3)cc2C(=O)N([C@H](C)CO)C[C@@H]1C
[10] C[C@H]1CN([C@@H](C)CO)C(=O)c2cc(NC(=O)c3ccncc3)ccc2O[C@@H]1CN(C)CC1CCCCC1
screen / no.,8,9,10
INS-1E rescue,-2,2,1
T cruzi intra,-12,3,8

Following part:
[11] Cc1noc(C)c1S(=O)(=O)Nc1ccc2c(c1)C(=O)N([C@H](C)CO)C[C@H](C)[C@H](CN(C)C)O2
[12] COc1ccc(NC(=O)N(C)C[C@@H]2Oc3c(NS(=O)(=O)c4cn(C)cn4)cccc3C(=O)N([C@H](C)CO)C[C@@H]2C)cc1
[13] C[C@@H]1CN([C@@H](C)CO)C(=O)c2cccc(NC(=O)CCCCCC(=O)Nc3ccccc3N)c2O[C@@H]1CN(C)Cc1ccc(Cl)c(Cl)c1
[14] CC(C)NC(=O)N(C)C[C@@H]1Oc2ccc(NS(C)(=O)=O)cc2C(=O)N([C@@H](C)CO)C[C@@H]1C
[15] C[C@H]1CN([C@@H](C)CO)C(=O)Cc2cc(NS(=O)(=O)c3ccccc3)ccc2O[C@@H]1CN(C)C
screen / no.,11,12,13,14,15
INS-1E rescue,-1,-4,19,·,5
T cruzi intra,-11,-18,52,-21,-10

[16] C[C@@H]1CN([C@@H](C)CO)C(=O)Cc2cc(NC(=O)Cc3cn(C)c4ccccc34)ccc2O[C@@H]1CN(C)Cc1ccc(Cl)c(Cl)c1
[17] COc1ccc(S(=O)(=O)N(C)C[C@@H]2OCc3cn(nn3)CCCC(=O)N([C@@H](C)CO)C[C@@H]2C)cc1
[18] C[C@@H]1CN([C@@H](C)CO)C(=O)Cc2cc(NC(=O)NC3CCCCC3)ccc2O[C@@H]1CN(C)S(=O)(=O)c1cccs1
[19] C[C@@H]1CN([C@@H](C)CO)C(=O)c2cccc(NC(=O)Nc3ccc4c(c3)OCO4)c2O[C@@H]1CN(C)Cc1ccc(C(F)(F)F)cc1
[20] C[C@H]1CN([C@@H](C)CO)C(=O)c2cccc(NC(=O)C3CCOCC3)c2O[C@@H]1CN(C)Cc1ccc(Oc2ccccc2)cc1
screen / no.,16,17,18,19,20
INS-1E rescue,-46,·,19,-50,-11
T cruzi intra,69*,0,-4,-3,21

[21] CC(C)NC(=O)N(C)C[C@@H]1Oc2c(NC(=O)C3CCCCC3)cccc2C(=O)N([C@H](C)CO)C[C@H]1C
[22] O=C(CCCCC(=O)N/N=C/c1cccs1)NO
[23] Cc1noc(C)c1S(=O)(=O)Nc1ccc2c(c1)CC(=O)N([C@H](C)CO)C[C@@H](C)[C@@H](CN(C)CC1CC1)O2
[24] C[C@H](CO)N1C[C@H](C)[C@H](CN(C)Cc2ccc(C(=O)Nc3ccccc3N)cc2)Oc2c(NC(=O)NC3CCCCC3)cccc2C1=O
[25] C[C@@H]1CN([C@H](C)CO)C(=O)c2cccc(NC(=O)Nc3ccc(F)cc3)c2O[C@H]1CN(C)CC1CC1
screen / no.,21,22,23,24,25
INS-1E rescue,2,6,0,-9,1
T cruzi intra,-12,15,-17,58*,1

[26] Cc1ccc(S(=O)(=O)Nc2ccc3c(c2)CC(=O)N([C@H](C)CO)C[C@@H](C)[C@@H](CN(C)Cc2ccc4c(c2)OCO4)O3)cc1
[27] CC(C)NC(=O)Nc1ccc2c(c1)CC(=O)N([C@H](C)CO)C[C@@H](C)[C@H](CN(C)C(=O)Nc1ccc(C(F)(F)F)cc1)O2
[28] O=C(N/N=C/c1ccc2c(c1)Cc1ccccc1-2)c1ccccc1O
[29] C[C@H]1CN([C@@H](C)CO)C(=O)c2cccc(NC(=O)Nc3ccc(C(F)(F)F)cc3)c2O[C@@H]1CN(C)C(=O)Nc1ccc(F)cc1
[30] C[C@@H]1CCCCO[C@@H](CN(C)C(=O)NC2CCCCC2)[C@@H](C)CN([C@H](C)CO)C(=O)c2cc(NC(=O)CCCN(C)C)ccc2O1
screen / no.,26,27,28,29,30
INS-1E rescue,-2,-1,-20,8,5
T cruzi intra,?,-15,-23,3,-10

[31] C[C@@H]1CCCCO[C@@H](CN(C)C(=O)NC2CCCCC2)[C@@H](C)CN([C@H](C)CO)C(=O)c2cc(NS(=O)(=O)c3ccc(Cl)cc3)ccc2O1
[32] C[C@H](CO)N1C[C@H](C)[C@@H](CN(C)S(=O)(=O)c2ccc(F)cc2)Oc2c(NC(=O)Nc3ccccc3)cccc2C1=O
[33] CNC[C@H]1Oc2c(NC(=O)Nc3ccc(F)cc3)cccc2C(=O)N([C@H](C)CO)C[C@H]1C
[34] COc1ccc(CN(C)C[C@H]2Oc3ccc(NC(=O)NC4CCCCC4)cc3CC(=O)N([C@H](C)CO)C[C@H]2C)cc1
[35] CC(C)NC(=O)N(C)C[C@@H]1Oc2c(NC(=O)Nc3ccc(F)cc3)cccc2C(=O)N([C@@H](C)CO)C[C@@H]1C
screen / no.,31,32,33,34,35
INS-1E rescue,7,8,4,1,4
T cruzi intra,8,14,-40,6,-11

[36] COc1ccc(S(=O)(=O)N(C)C[C@@H]2Oc3ccc(NS(C)(=O)=O)cc3C(=O)N([C@@H](C)CO)C[C@H]2C)cc1
[37] Cc1noc(C)c1S(=O)(=O)Nc1ccc2c(c1)C(=O)N([C@@H](C)CO)C[C@@H](C)[C@H](CN(C)C(=O)NC1CCCCC1)O2
[38] COc1ccc(S(=O)(=O)Nc2ccc3c(c2)CC(=O)N([C@@H](C)CO)C[C@H](C)[C@H](CN(C)C(=O)Nc2ccc(C(F)(F)F)cc2)O3)cc1
[39] Cc1noc(C)c1NC(=O)Nc1cccc2c1O[C@@H](CN(C)CC1CC1)[C@H](C)CN([C@H](C)CO)C2=O
[40] COc1ccc(NC(=O)Nc2ccc3c(c2)C(=O)N([C@H](C)CO)C[C@@H](C)[C@H](CN(C)S(=O)(=O)c2ccc(F)cc2)O3)cc1
screen / no.,36,37,38,39,40
INS-1E rescue,-1,4,-4,-3,-9
T cruzi intra,11,5,-8,-1,8

[41] C[C@@H]1CN([C@H](C)CO)C(=O)c2cc(NS(=O)(=O)c3ccc(F)cc3)ccc2O[C@H]1CN(C)Cc1ccccc1
[42] C[C@H]1CN([C@@H](C)CO)C(=O)Cc2cc(NC(=O)C3CC3)ccc2O[C@H]1CN(C)Cc1ccc(C(=O)O)cc1
[43] C[C@H](CO)N1C[C@H](C)[C@@H](CN(C)S(=O)(=O)c2cccs2)Oc2c(NS(=O)(=O)c3ccc(F)cc3)cccc2C1=O
[44] C[C@@H]1CN([C@@H](C)CO)C(=O)c2cc(NC(=O)Cc3ccccc3)ccc2O[C@@H]1CN(C)C(=O)Nc1ccc(F)cc1
[45] C[C@H](CO)N1C[C@H](C)[C@@H](CN(C)Cc2ccc(C(F)(F)F)cc2)Oc2c(NC(=O)C3CC3)cccc2C1=O
screen / no.,41,42,43,44,45
INS-1E rescue,-11,8,5,7,9
T cruzi intra,3,-5,7,-29,-24

[46] C[C@H]1CN([C@@H](C)CO)C(=O)Cc2cc(NS(=O)(=O)c3ccccc3)ccc2O[C@@H]1CN(C)S(=O)(=O)c1ccccc1
[47] C[C@H]1CN([C@@H](C)CO)C(=O)c2cc(NC(=O)Cn3cnnn3)ccc2O[C@@H]1CN(C)Cc1ccc2c(c1)OCO2
[48] C[C@@H]1CN([C@H](C)CO)C(=O)CCCn2nncc2CO[C@H]1CN(C)Cc1cccc(C(=O)O)c1
[49] C[C@H]1CN([C@@H](C)CO)C(=O)c2cc(NC(=O)Nc3ccc(C(F)(F)F)cc3)ccc2O[C@@H]1CN(C)C(=O)NC1CCCCC1
[50] C[C@@H]1CN([C@@H](C)CO)C(=O)Cc2cc(NC(=O)C3CCCCC3)ccc2O[C@@H]1CN(C)Cc1ccc(Cl)c(Cl)c1
screen / no.,46,47,48,49,50
INS-1E rescue,0,·,·,0,-100
T cruzi intra,-16,4,-26,-14,54

[51] COc1ccc(S(=O)(=O)Nc2cccc3c2O[C@@H](CN(C)C(=O)Nc2ccc(F)cc2)[C@H](C)CN([C@H](C)CO)C3=O)cc1
[52] C[C@@H]1CN([C@H](C)CO)C(=O)c2cc(NC(=O)Cn3cnnn3)ccc2O[C@H]1CN(C)C(=O)Nc1ccc(F)cc1
[53] C[C@@H]1CN([C@@H](C)CO)C(=O)Cc2cc(NC(=O)Nc3ccccc3)ccc2O[C@@H]1CN(C)S(=O)(=O)c1cn(C)cn1
[54] C[C@@H]1CN([C@H](C)CO)C(=O)Cc2cc(NC(=O)Nc3ccc(C(F)(F)F)cc3)ccc2O[C@H]1CN(C)C(=O)Nc1ccccc1
[55] C[C@H]1CN([C@@H](C)CO)C(=O)Cc2cc(NC(=O)Nc3cccc4ccccc34)ccc2O[C@H]1CN(C)C(=O)Nc1ccccc1
screen / no.,51,52,53,54,55
INS-1E rescue,9,1,2,-10,7
T cruzi intra,-3,-10,-25,-2,-15

[56] C[C@H](CO)N1C[C@H](C)[C@@H](CN(C)Cc2ccc(Cl)c(Cl)c2)OCc2cnnn2CCCC1=O
[57] Cc1cc(C(=O)Nc2cccc3c2O[C@H](CN(C)Cc2ccncc2)[C@H](C)CN([C@H](C)CO)C3=O)n(C)n1
[58] CCCC(O)C#Cc1cnc2c(c1)C(=O)N([C@H](C)CO)C[C@H](C)[C@H](CN(C)Cc1ccncc1)O2 (some centres undefined)
[59] C[C@@H]1CN([C@H](C)CO)C(=O)c2cc(NS(=O)(=O)c3ccc(F)cc3)ccc2O[C@H]1CN(C)Cc1ccc(-c2ccccc2)cc1
screen / no.,56,57,58,59
INS-1E rescue,·,7,·,·
T cruzi intra,?,-5,-12,48

Compound activity from PubChem BioAssay.
